# Source: PubChem BioAssay
# STK33 inh: inhibitors of purified STK33 kinase, primary screen, biochemical, ADP-Glo luminescence, homogeneous, cell-free. inhibition, % at 10 µM. Serine/threonine-protein kinase 33 (Homo sapiens), Q9BYT3. 320,000 compounds, 0.073% hits. AID 2661, 2010. MBP phosphorylation;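 active = inhibition at or above 25%, using the most active replicate where run in duplicate; inactive = inhibition below 25%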
# Kir21 block: inhibitors of mouse Kir2.1 inward-rectifier potassium channel. 310,000 compounds, 0.85% hits. B-score at 10 µM. Inward rectifier potassium channel 2 (Mus musculus), P35561. HEK293-Kir2.1, FluxOR thallium flux fluorescence; stronger effect = lower value;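 active = fluorescence ratio B-score at or below minus 3 SD of library scores, with starting-brightness B-score within 2 SD, cut at about -4.2 in these data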;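 note: channel flux triggered by added potassium and thallium sulfate stimulus; B-score of peak minus minimum fluorescence over baseline after thallium stimulus; more negative B-score means stronger Kir2.1 block with less thallium influx; some compounds called inactive have numbers as strong as hits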
# KCNQ2 block: KCNQ2 potassium channel inhibitors, primary screen, cell-based, CHO-K1, FluxOR thallium flux, B-score (AID 2156); Potassium voltage-gated channel subfamily KQT member 2 (Rattus norvegicus), O88943; 20 min; stronger effect = lower value; B-score at 10 µM; 310,000 compounds, 1.1% hits;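 active = fluorescence ratio B-score at most minus 3 library SDs, with starting brightness B-score within 2 library SDs, cut at about -5.5 in these data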
# Target sequence (O88943 whole entry, looked up): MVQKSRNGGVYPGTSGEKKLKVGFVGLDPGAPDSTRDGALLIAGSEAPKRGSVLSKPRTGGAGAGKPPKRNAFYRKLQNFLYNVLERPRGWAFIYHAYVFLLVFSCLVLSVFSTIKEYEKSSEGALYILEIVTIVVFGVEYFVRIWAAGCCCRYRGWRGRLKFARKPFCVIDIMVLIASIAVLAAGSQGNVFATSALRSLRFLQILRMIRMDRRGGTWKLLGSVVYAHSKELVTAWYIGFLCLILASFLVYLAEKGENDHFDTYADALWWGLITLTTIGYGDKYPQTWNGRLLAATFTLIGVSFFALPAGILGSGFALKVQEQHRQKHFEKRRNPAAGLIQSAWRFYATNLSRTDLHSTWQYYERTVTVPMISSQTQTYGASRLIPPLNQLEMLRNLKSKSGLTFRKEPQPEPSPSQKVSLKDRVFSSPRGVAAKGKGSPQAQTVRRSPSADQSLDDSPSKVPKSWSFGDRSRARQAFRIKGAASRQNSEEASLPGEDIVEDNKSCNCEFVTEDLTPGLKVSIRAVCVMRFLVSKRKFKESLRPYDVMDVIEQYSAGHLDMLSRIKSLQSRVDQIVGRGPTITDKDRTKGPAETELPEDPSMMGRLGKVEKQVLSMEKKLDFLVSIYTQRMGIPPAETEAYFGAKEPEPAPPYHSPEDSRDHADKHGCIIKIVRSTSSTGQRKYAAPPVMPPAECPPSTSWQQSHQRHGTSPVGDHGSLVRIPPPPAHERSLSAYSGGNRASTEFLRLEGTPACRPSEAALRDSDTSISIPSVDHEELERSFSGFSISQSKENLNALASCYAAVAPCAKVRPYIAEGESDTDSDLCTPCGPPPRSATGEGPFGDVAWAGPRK
# Starred values were filed as active, the others as inactive; i = inactive; . = not tested or not shown.
# Every second line gives: STK33 inh | Kir21 block | KCNQ2 block
Cc1noc(C)c1CSCC(=O)N(CCC(C)C)c1c(N)n(Cc2ccccc2)c(=O)[nH]c1=O
    -2.2 | 1.2 | i
CN(C)/C=N/c1cc(=O)n(C)c(=O)n1CC1CC1
    0.0 | 2 | i
O=C(C1CCN(S(=O)(=O)Cc2ccccc2)CC1)N1CCN(c2ncccn2)CC1
    -1.2 | -1.3 | i
Cc1cc(C(=O)N/N=C/C=C/c2ccc(Br)cc2)n[nH]1
    -0.1 | 0.42 | i
COc1ccc(N2C(=O)CN(Cc3cc(OC)c(OC)c(OC)c3)C2=S)cc1
    0.1 | 0.12 | i
COc1cccc(C2=Nc3cccc4cccc(c34)N2)c1
    1.8 | 0.63 | i
O=c1cc(N2CCCCC2)c(-c2ccccc2)nn1Cc1ccccc1Cl
    -0.8 | 0.55 | i
O=C(O)c1nc2nc(Cl)c(Cl)nc2[nH]1
    -1.1 | -0.86 | i
CC1(C)CC(=O)C2=C(C1)NC(=S)C(C#N)C21CCCCC1 (stereo not given)
    0.8 | -0.47 | i
O=C(NC1CCCCC1)C(c1cccs1)N(Cc1cccs1)C(=O)c1ccco1 (stereo not given)
    -0.5 | -1.3 | i
COc1ccc(Cn2nnnc2CN(Cc2cc3ccc(C)cc3[nH]c2=O)C2CCCC2)cc1
    -0.7 | -0.09 | i
Nc1nc2c3ccccc3nc(Cc3ccccc3)n2n1
    0.4 | -0.03 | i
CCN=C(Nc1ccc2c(c1)OCO2)SC1CC(=O)N(c2ccc(OC)cc2)C1=O (stereo not given)
    -2.4 | 2.3 | i
COc1ccccc1C1=NN(C2=NN=C(N)Cc3ncnn32)C(O)(C(F)(F)F)C1 (stereo not given)
    0.7 | 0.21 | i
O=C(CSc1n[nH]c(=O)[nH]c1=O)c1ccccc1[N+](=O)[O-]
    -0.4 | 0 | i
Cc1cc(C(=O)Nc2ccc(N3CCOCC3)cc2)c2ccccc2n1
    0.8 | -0.13 | i
CCOC(=O)c1c(CS(=O)(=O)c2ccccc2)n(C)c2cc(Br)c(O)c(CN(C)C)c12
    1.2 | -0.78 | i
C=CCn1c(SCC(=O)NC2CCCCC2)nnc1-c1cccnc1
    -0.7 | 0.99 | i
Cc1c(C(=O)Nc2c(C)n(C)n(-c3ccccc3)c2=O)oc2ccc(Cl)cc12
    0.2 | 0.62 | i
COc1ccc(C(=O)/C=C/C(=O)N(CC(=O)NC2CCCCC2)Cc2ccccc2OC)c(O)c1
    . | -1.2 | i
CCCN(CCC)c1nc2c(C)cccn2c(=O)c1/C=C1/SC(=S)N(Cc2ccco2)C1=O
    . | 0.85 | i
Cc1ccc(CN2CCN(Cc3cnc(C)s3)CC2CCO)cc1 (stereo not given)
    1.6 | 1.1 | i
Cc1occc1-c1nc(-c2ccncc2)no1
    2.4 | 1.1 | i
Cc1cc(C)c(C)c(OCC(=O)NCCN(C)C)c1
    -0.9 | -0.33 | i
CC1CN(C(=O)c2nn(C)cc2[N+](=O)[O-])CC(C)O1 (stereo not given)
    -2.2 | 0.34 | i
CCC[N+]1(CC#CC(O)(c2ccccc2)C2CCCCC2)CCCCC1 (stereo not given)
    -0.5 | -0.02 | i
O=C(CNC1CCCCCC1)Nc1ccc(S(=O)(=O)NC2CC2)cc1
    -0.4 | -0.61 | i
Nc1ccc(C(=O)Nc2nc3ccccc3s2)cc1
    -0.6 | 1.2 | i
Cc1ccccc1OCc1nc(-c2ccc(NC(=O)c3ccco3)cc2)no1
    -1.7 | 0.23 | i
CC(C)c1ccc(CNc2ccc([N+](=O)[O-])cn2)cc1
    0.9 | -1.6 | i
Cc1ccc(NC(=O)Cn2cccc2C2=NC(c3ccccc3)CO2)c(C)c1 (stereo not given)
    -0.7 | -0.48 | i
Cc1cc(C)c[n+](-c2[nH]c(=O)sc2/C=N/NC([S-])=Nc2ccccc2)c1
    . | -0.72 | i
Cc1ccn(CCC(=O)Nc2ccc(-c3ccno3)cc2)n1
    0.2 | -0.19 | i
N#CCc1ccc(NC(=O)Nc2cccc3ccccc23)cc1
    1.6 | -1.4 | i
O=C(COC(=O)c1ccccc1OCc1ccc(Cl)cc1)NC1CC1
    -2.6 | -0.38 | i
CCCCCc1ccc(-c2ccc(=O)[nH]n2)cc1
    -0.3 | 0.03 | i
O=C(NCc1ccccc1)c1ccc2c(=O)n3c(nc2c1)CCCCC3
    -0.6 | -1.6 | i
O=C(Nc1cccc([N+](=O)[O-])c1)Nc1cccc([N+](=O)[O-])c1
    -0.9 | -2.5 | i
O=C(CCCCCn1c(=S)[nH]c2cc3c(cc2c1=O)OCO3)N1CCN(Cc2ccccc2)CC1
    0.1 | 0.69 | i
CC1CCCN(C(=S)Nc2ccc3nc4n(c(=O)c3c2)CCCCC4)C1 (stereo not given)
    0.6 | 1.1 | i
O=C(Nc1ccccn1)c1ccc(Cl)c(S(=O)(=O)N2CCCC2)c1
    -1.0 | 0.44 | i
CCOC(=O)C1=C(CN2CCCCCC2)NC(=O)NC1c1cccc([N+](=O)[O-])c1 (stereo not given)
    -1.2 | 0.33 | i
Cc1ccc(S(=O)(=O)N(C)C)cc1NC(=O)C(C)N(C)CCOc1ccc(Cl)cc1 (stereo not given)
    -0.5 | -0.01 | i
COc1ccc(-c2oc3ccccc3c(=O)c2OCC(=O)O)cc1
    -0.2 | 1 | i
CCOc1ccc(C(=O)Nc2nnc(S(=O)(=O)N3CCCCC3)s2)cc1
    -2.6 | 0.06 | i
Cc1ccc(-n2c(C)c([N+](=O)[O-])c3ccc(O)c(CN(C)C)c32)cc1
    -2.3 | -0.02 | i
Cc1cccc(C(=O)Nc2cc(NC(=O)c3cccs3)ccc2C)c1
    -1.0 | -0.59 | i
Fc1ccc(CN2CCN(C(c3ccccc3)c3ccccc3)CC2)cc1
    -1.3 | 1.4 | i
CCCCCc1ccc(-c2cn(Cc3ccc(C)cc3)nn2)cc1
    -0.3 | -0.08 | i
CC(=O)c1ccc(N2CCN(C(=O)c3cc(-c4cccnc4)nc4ccc(Br)cc34)CC2)cc1
    -0.4 | -0.08 | i
CC(C)(C)NC(=O)C1CCN(C(=O)c2ccco2)CC1
    -0.4 | 0.48 | i
CCN(CC)S(=O)(=O)c1ccc(N/N=C/c2ccc(O)cc2O)nc1
    -0.6 | 1.9 | i
COCCN(Cc1cc2cc(C)c(C)cc2nc1Cl)C(=O)Nc1ccccc1
    -1.1 | -1.8 | i
O=Cc1ccc(OCc2ccc3c(c2)OCO3)cc1
    2.0 | -1.5 | i
Cc1ccc(F)cc1NC(=O)Nc1cc(C(C)(C)C)nn1C
    -0.5 | 2 | i
COc1ccc(/C=C2/C(=O)OCc3cc(OC)c(OC)cc32)cc1
    4.0 | -0.95 | i
Cc1ccc(C)c(OC(=O)c2cccc(S(=O)(=O)N3CCN(C)CC3)c2)c1
    -2.6 | -2.4 | i
COc1ccc(-c2cc(C(=O)Nc3ccccc3SC)no2)cc1OC
    -1.0 | 0.17 | i
O=C1c2ccccc2C(Nc2ccc(S(=O)(=O)N3CCCCC3)cc2)N1c1ccccn1 (stereo not given)
    -0.3 | -0.17 | i
O=C(Nc1ccc2c(c1)OCO2)N1CCCC1
    -0.5 | 0.95 | i

# Later entries:
# Every second line gives: STK33 inh | Kir21 block | KCNQ2 block
COCCCn1c(SC(C)C(=O)NC2CC2)nc2ccccc2c1=O (stereo not given)
    -2.1 | 0.24 | i
CCN(CC)S(=O)(=O)c1ccc(NC2CCCc3ccccc32)nc1 (stereo not given)
    -3.9 | 0.58 | i
COc1ccc(C(=O)Nc2ccc(NC(=O)c3ccccn3)cn2)cc1
    . | 0.11 | i
Cc1ccc(N(C(=O)c2csnn2)C(C(=O)NC2CCCCC2)c2ccccn2)c(C)c1 (stereo not given)
    -2.7 | 2.2 | i
COc1ccc(S(=O)(=O)N2CCCCCC2)cc1C(=O)N(C)Cc1ccco1
    -0.2 | 1.1 | i
CCCSc1nc2[nH]ncc2c(=O)[nH]1
    -0.3 | 1.6 | i
C#CCOc1ccc(C2C3=C(CCCC3=O)N(CC(=O)O)C3=C2C(=O)CCC3)cc1Br
    -0.9 | 1.2 | i
CC1(c2ccccc2Cl)NC(=O)N(CC(=O)Nc2ccc(N3CCCCC3)cc2)C1=O (stereo not given)
    -1.3 | 2.8 | i
Cc1ccccc1OCC(O)CN1CCC(C)CC1 (stereo not given)
    1.8 | -2.3 | i
Cc1nnc(-c2ccc(Oc3ccc(Cl)cc3)c([N+](=O)[O-])c2)o1
    0.6 | -0.6 | i
CCC(=O)c1ccccc1OCCN1CCN(Cc2ccccc2)CC1
    -2.2 | -3.6 | i
Cc1cccc(NC(=S)N2CCC(c3nc4ccccc4o3)CC2)c1
    -1.1 | 0.43 | i
COc1ccc(-c2cc(C(=O)N3CCOCC3)no2)cc1OC
    -0.1 | 0.24 | i
O=C(O)c1ccc(/C=C(\c2nc3ccccc3[nH]2)c2nc3ccccc3s2)cc1
    -4.8 | -0.99 | i
Cc1cc(C)nc(NS(=O)(=O)c2ccc(NC(=O)C3CC3)cc2)n1
    -1.5 | 0.15 | i
CC1CCN(c2ccccc2NC(=S)NC(=O)c2ccc(-c3cccc([N+](=O)[O-])c3)o2)CC1
    -3.3 | 2.9 | i
COc1cc(/C=C(\C#N)c2nc(-c3cc4ccccc4oc3=O)cs2)ccc1O
    -0.1 | 0.81 | i
CCn1c(COc2cccc3cccnc23)nnc1SCC(=O)O
    0.3 | -0.85 | i
Cc1ccc(NC(=O)c2cccc(N3C(=O)CCC3=O)c2)nc1
    -0.5 | 0.03 | i
CCC(C)(C)C(=O)Nc1ccc(OC)cc1[N+](=O)[O-]
    13 | -2.3 | i
CCOP(=O)(OCC)C(NC(=O)Nc1cccc(Cl)c1)C(N)=O (stereo not given)
    2.0 | -1.1 | i
COC(=O)CN(c1ccc(OC)cc1)S(=O)(=O)c1c(C)noc1C
    -0.6 | 0.04 | i
O=C1CSC2(CCCCC2)N1CCO
    0.1 | 2 | i
COc1cccc(NC(=O)CSc2nnc(-c3ccoc3C)n2-c2ccccc2)c1
    -1.6 | -0.59 | i
C=C(C)COc1ccc2c(CC)cc(=O)oc2c1
    -0.3 | -0.87 | i
COC(=O)c1ccc(NC2=CC(=O)CC(C)(C)C2)cc1
    -2.4 | -0.23 | i
CC(C)CCNC(=O)c1ccc2c(c1)ncn2C1CCCC1
    -1.5 | 0.26 | i
CCCCN(CC)CCNC(=O)c1cn(CCOC)c(=O)c2c1c1ccccc1n2C
    -1.3 | 1.1 | i
COc1ccccc1/C=C1/C(=O)N(c2ccccc2)N=C1C
    -0.3 | 0.52 | i
CCOC(=O)CSc1nc2c(c(=O)[nH]1)C(C)(CC)Cc1ccccc1-2 (stereo not given)
    -1.4 | 0.02 | i

# A draw from above in order of length of the SMILES, smallest number first.
# Every second line gives: STK33 inh | Kir21 block | KCNQ2 block
Cc1cc(C)nc(NS(=O)(=O)c2ccc(NC(=O)C3CC3)cc2)n1
    -1.5 | 0.15 | i
COc1cccc(NC(=O)CSc2nnc(-c3ccoc3C)n2-c2ccccc2)c1
    -1.6 | -0.59 | i
Cc1ccc(N(C(=O)c2csnn2)C(C(=O)NC2CCCCC2)c2ccccn2)c(C)c1 (stereo not given)
    -2.7 | 2.2 | i

# Additional records follow:
# Every second line gives: STK33 inh | Kir21 block | KCNQ2 block
Cc1cccc(OCC(=O)N/N=C/CC(C)c2ccccc2)c1C (stereo not given)
    . | 1.1 | i
COC(=O)c1cccc(Oc2nc3c(c(=O)n(C)c(=O)n3C)n2C(C)C)c1
    -1.1 | -0.94 | i
O=C1CN(CC(=O)Nc2ccc(SC(F)F)cc2)CCN1
    -0.2 | 0.7 | i
COc1ccc(C(=O)c2cc3ccc(O)cc3oc2=O)cc1
    4.9 | 0.01 | i
Cc1csc(/N=C/N(C)C)c1C#N
    -0.7 | -0.68 | i
CCCC(=O)Nc1ccccc1Sc1ncnc2scc(-c3ccccc3)c12
    -0.6 | -0.34 | i
COc1ccc(/C=N/N=C/c2ccc(OC)cc2)cc1
    -0.4 | 0.4 | i
CCOc1cc(CNCc2ccccc2)ccc1OCc1ccc(Cl)cc1
    -0.5 | -10 | i
Cc1nnc(SCCC(=O)Nc2ccc(Cl)cc2)o1
    -3.0 | 0.89 | i
COc1ccc(C(CC(=O)N2CCN(c3ccccc3)CC2)c2c(OC)cc(OC)c3ccc(=O)oc23)cc1 (stereo not given)
    -2.0 | -0.79 | i
CC1CCN(C(=O)C(NS(=O)(=O)c2cccc3nsnc23)c2ccccc2)CC1 (stereo not given)
    -0.7 | 1.1 | i
CCOc1ncccc1C(=O)OCC(=O)c1ccc(F)cc1
    -1.5 | 0.78 | i
O=S1(=O)C=C(SCc2cccc(Cl)c2)Nc2ccccc21
    0.4 | -0.58 | i
CCn1c(SCc2nc(-c3ccccc3)no2)nnc1-c1cccs1
    1.0 | -1.9 | i
O=C(NC1CCCCC1)c1cccc(COCC(F)(F)F)c1
    1.0 | -1.7 | i
CN1CCN(S(=O)(=O)c2ccc(NC(=O)Cc3cccs3)cc2)CC1
    -0.2 | -0.91 | i
Cc1cnc(C(=O)NCc2ccc(F)cc2)cn1
    -1.2 | 1.3 | i
CC(C)OCCCNC(=O)c1cc2c(=O)n(C)c3ccccc3c2n1C
    0.1 | -0.56 | i
Cc1cc(N2CCN(Cc3nc(-c4ccc(Cl)cc4)oc3C)CC2)cc(C)n1
    -0.4 | -1.1 | i
CSc1ccccc1C(=O)Nc1ccc2c(c1)OCO2
    0.1 | 0 | i
COC(=O)c1sccc1NC(=O)Nc1ccccc1OC
    1.8 | -0.04 | i

# This is a random part of the collection; overall some 1.9% were active at least once.
